# ERK EGF inh – blocks ERK signaling stimulated by EGF | Potency, µM (highest dose often 11.5 µM), without a hit: at the top dose activity change, negative = inhibition, actives largely listed as inhibitors | HEK293-V1b, EGF-stimulated phospho-ERK AlphaScreen | 0.41% of 130,000 active; active = well fitted inhibition curve with a large enough effect; inconclusive = small, poorly fitted or top-dose-only effect, or effect the other way;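 note: plate controls were stimulated vehicle wells for no effect and unstimulated vehicle basal for full effect; nearly all actives have a fitted effect of over 55% in size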
#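 Concentration-response of compounds against EGF-driven ERK phosphorylation in V1b-expressing HEK293 cells; 30 min preincubation, 5 min EGF, AlphaScreen detection; Normalized to DMSO basal and 25 nM EGF.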
# Numbers without * were called inactive; ? = inconclusive; [ ] = dose if it differs, or a comment. Potency is the fitted concentration of half-maximal effect. The list is partial; count on the stated rates, not on these rows.
SMILES,ERK EGF inh
COc1ccccc1NS(=O)(=O)c1cccc(NC(=O)c2ccc3ccccc3n2)c1,-9%
COc1ccc(-c2nc(-c3ccccn3)ncc2S(C)(=O)=O)cc1,-1%
O=S(=O)(c1ccc(-c2ccon2)s1)N1CCN(c2ccncc2)CC1,-11%[57.5 µM]
CC(=O)c1nc2ccccc2n1CCc1ccccc1,-7%
Cc1cc(=O)oc2cc(OCC(=O)OCC(=O)N(CCC#N)c3ccccc3)ccc12,-3%
CC(C)[C@H](NC(=O)[C@H](CC(=O)O)NC(=O)[C@H](CCCCN)NC(=O)[C@@H](N)CCCN=C(N)N)C(=O)N[C@@H](Cc1ccc(O)cc1)C(=O)O,-5%
CCOC(=O)c1ccc2c(c1)sc(=NC(=O)c1ccco1)n2CCOC,0%
CCCN(C(=O)CN1C(=O)NC2(CCCCCC2)C1=O)C1CCS(=O)(=O)C1 (stereo not given),-4%
Cc1ccc(SCCCCN2CCNCC2)cc1,6%
Cc1ccc(NC(=O)CC2SC(=O)NC2=O)cc1 (stereo not given),-2%
CCN1C(=O)c2cccc3c(NC(=O)c4ccccc4)ccc1c23,4%
CCCOc1ccc(-c2nnn(CC(=O)N3CCCCC3)n2)cc1,-7%[57.5 µM]
O=C(Cc1ccccc1F)OCC(=O)N1CCc2ccccc21,1%
COc1ccccc1NC(=O)/C(=N/OCc1ccc(F)cc1)C(C)=O,-4%
O=C1CC2C(=O)NCCN2C(=NC(=O)c2ccccc2)N1 (stereo not given),4%
O=C(O)c1ccc(N2C(=O)CC(SC(=NCc3ccc4c(c3)OCO4)Nc3ccccc3)C2=O)cc1 (stereo not given),1%[57.5 µM]
COC(=O)N/N=C\c1c(C)[nH]n(-c2ccccc2)c1=O,9%
CCOC(=O)C1(CCc2ccccc2)CCN(C(=O)CN2CCOC2=O)CC1,?
CC(C)COC(=O)C(C)Nc1n[nH]c(=S)[nH]c1=O (stereo not given),2%
O=C(Nc1cccc(Cl)c1)Nc1ccc(Br)cc1F,-2%
CCC(CC)C(=O)N=C1SC2CS(=O)(=O)CC2N1CCc1ccc(OC)c(OC)c1 (stereo not given),-6%[57.5 µM]
COc1ccc(-c2csc(NC(=O)c3cc(=O)c4ccccc4o3)n2)cc1OC,-4%
COc1ccccc1-c1nnc(SC/C(O)=C(\C#N)c2nc3ccccc3[nH]2)n1C1CCCCC1,6%
C/C=C\C=C/C(=O)Nc1cccc(C2=NOC3(C2)C[C@@H](C(N)=O)N(C(=O)c2ccc(Cl)cc2)C3)c1 (stereo not given in full),4%[57.5 µM]
O=C1NCCCC1C(=O)N/N=C/c1cc([N+](=O)[O-])ccc1O (stereo not given),-10%[57.5 µM]

# Random excerpt: three compounds from above, in no set order.
SMILES,ERK EGF inh
CCN1C(=O)c2cccc3c(NC(=O)c4ccccc4)ccc1c23,4%
Cc1cc(=O)oc2cc(OCC(=O)OCC(=O)N(CCC#N)c3ccccc3)ccc12,-3%
CC(C)[C@H](NC(=O)[C@H](CC(=O)O)NC(=O)[C@H](CCCCN)NC(=O)[C@@H](N)CCCN=C(N)N)C(=O)N[C@@H](Cc1ccc(O)cc1)C(=O)O,-5%

# Additional structures follow:
SMILES,ERK EGF inh
O=C(CCCc1cccs1)Nc1nccs1,3%
O=C(/C=C/c1ccccc1)N/C(=C/c1ccccc1)C(=O)Nc1ccc(C(=O)O)cc1,-2%
O=C(Cn1c(=S)[nH]c2ccccc2c1=O)N1CCN(c2ccccc2)CC1,-1%
Cc1c(NCc2ccccc2O)c(=O)n(-c2ccccc2)n1C,17%[57.5 µM]
O=C(CCCOc1ccc(Cl)cc1Cl)NCC1CCCO1 (stereo not given),0%
COc1cc(C(=O)NC(=S)Nc2ccc(NC(=O)c3ccco3)cc2)cc(OC)c1OC,-3%
CC1CCc2c(sc3ncn(N)c(=N)c23)C1 (stereo not given),2%[57.5 µM]
Cc1ccsc1/C=N/NC(=O)c1ccco1,3%
O=C(Nc1cc(Sc2ccccn2)cc([N+](=O)[O-])c1)c1cccc(F)c1,-6%
COc1ccc(C(C)=O)cc1COC(=O)c1ccc(N)c([N+](=O)[O-])c1,6%
COc1cc(OC)cc(C(=O)N[C@H](C(=O)Nc2cccc(S(=O)(=O)N3CCCC3)c2)C(C)C)c1,22%[57.5 µM]
COc1ccc(-c2[nH]c(-c3ccc(C)cc3)nc2SCC(=O)Nc2nccs2)cc1,3%
COc1ccc(-n2c(Cc3cccn3C)nnc2SCC(=O)Nc2ccc(C)c(Cl)c2)cc1,0%
COC(=O)c1sc(NC(=O)COc2c(C)cccc2C)nc1C,6%
CC(=O)c1cnc2cc(-c3cccc(Br)c3)nn2c1C,0%
CSC(=NCc1ccco1)NC#N,4%[57.5 µM]
CCOc1cc(-c2nc(C)c(C(C)=O)n2O)ccc1OCC(=O)Nc1cccc(C)c1,-3%
Cc1cc(Cl)ccc1N(CC(=O)NCc1ccc2c(c1)OCO2)S(C)(=O)=O,-2%
CC1(OC(=O)c2ccco2)C(=O)C=C2C=C(c3ccc(C#N)cc3)OC=C2C1=O (stereo not given),-3%
Cc1noc(C)c1C(=O)N1CCC2(CCN(C(=O)Nc3ccccc3)CC2)CC1,-2%
Cc1ccc(C(=O)C(C)N(C(=O)c2ccc(Cl)cc2Cl)N2C(=O)CCCC2=O)cc1 (stereo not given),-12%
Brc1ccc(-c2csc(NC3=NCCCCC3)n2)cc1,-2%
S=C(NCc1ccco1)N1CCN(c2ccccn2)CC1,2%
Nc1[nH]ncc1-c1ccc(F)cc1,-9%
COc1ccc(/C=C/C(=O)OC2CCCN(C)C2)cc1 (stereo not given),-1%
SMILES,ERK EGF inh
FC(F)(F)c1cnc(COc2cc(Cl)cc(Cl)c2)c(Cl)c1,18%[57.5 µM]
CCOC(=O)c1[nH]c2ccc(OC)cc2c1NC(=O)CN1CCN(c2ccccn2)CC1,6%
Cn1nc([N+](=O)[O-])nc1Oc1ccc(C(C)(C)C)cc1,-1%
Cc1ccc(S(=O)(=O)N2CCC(=O)N(CCOCc3cccc(C(F)(F)F)c3)CC2)cc1,-6%
CC(C)(C)c1ccc(-c2nc(NCc3cccnc3)c3ccccc3n2)cc1,-1%
OCCC1CN(Cc2ccncc2)CCN1C1CCCC1 (stereo not given),-8%[57.5 µM]
COc1ccc(CN2CCN(C(=O)c3ccc4nc(N5CCOCC5)sc4c3)CC2)c(OC)c1OC,-8%
O=C1NN(c2ccccc2)C(=O)/C1=C/c1coc2ccccc2c1=O,-13%
CCOc1ccc(/C=N/NC(=O)c2ccc(Cn3cc(Br)cn3)o2)cc1,2%
COc1cc(C(C[N+](=O)[O-])c2c(C)[nH]c3ccccc23)ccc1O (stereo not given),-6%
c1ccc(CN2CCN(C(c3ccccc3)c3nnnn3Cc3ccccc3)CC2)cc1 (stereo not given),6%
O=C(CN1CCN(Cc2ccc3c(c2)OCO3)CC1)Nc1ccc(N2CCOCC2)cc1,0%
CC(=O)Nc1cccc(Oc2ncnc3scc(-c4ccc(C)cc4)c23)c1,5%
CN1c2ccccc2C(C)(C)C12CC(c1cccc(S(=O)(=O)N3CCCC3)c1)=NO2 (stereo not given),4%
O=C(N/N=C/c1ccc(C(F)(F)F)cc1)c1ccc(O)cc1,7%
COCC(=O)N1CCC2(CC1)CCN(C(=O)Nc1cccc(C#N)c1)CC2,?
CNC(=S)N/N=C/c1cc(C)n(-c2ccc(Cl)c(Cl)c2)c1C,-12%
CN(C(=O)CCc1ccccc1)c1nnc(-c2ccncc2)s1,-6%
Cc1onc(-c2ccccc2)c1C(=O)N/N=C/c1cn(C)c2ccccc12,1%
Cc1ccc2nc(-c3ccc(NC(=O)COC(=O)c4ccco4)cc3)sc2c1,-2%
CSCCC1NC(=O)N(CC(=O)Nc2ccc(-c3ccccc3)cc2)C1=O (stereo not given),-1%[57.5 µM]
COCCNC(=O)Cn1cc(C(=S)N2CCOCC2)c2ccccc21,-17%
O=C(CSc1nnc(CNC(=O)c2cccs2)o1)NCCc1ccccc1,0%
CC(=O)c1ccc2noc(-c3ccc(F)cc3)c2c1,8%
COC(=O)c1sccc1NC(=S)N1C(C)CCCC1C (stereo not given),-6%
SMILES,ERK EGF inh
Cc1ccccc1NC(=S)NCCc1ccc(S(N)(=O)=O)cc1,-4%
COC(=O)Cn1c(=NC(=O)c2cc(OC)cc(OC)c2)sc2cc(OC)ccc21,-2%
Cc1cc(C(=O)COC(=O)c2nc3nccc(C)n3n2)c(C)n1CC1CCCO1 (stereo not given),1%
Cc1cc(C)nc(SCC(=O)NC2CCCC2)n1,-1%
Cc1nnc(SCc2cccc3ccccc23)n(N)c1=O,4%
COc1ccc(-c2csc(N(C)C(=O)c3cccs3)n2)cc1,6%
COc1ccc(C(=O)NNC(=O)c2ccccn2)cc1,5%
CCCCOC(=O)Nc1ccc(N2CCOCC2)cc1,1%
O=C1Nc2cc(Cl)c(Cl)cc2N(O)N1c1ccccc1Cl,-3%
Cc1ccc2nc(N(CCCN(C)C)C(=O)c3ccc4c(c3)CCCC4)sc2c1,?
CCc1cc2c(nc1CC)CCN(CC/C(C)=N/OC[C@H]1O[C@H](c3ccccc3)C=C[C@@H]1Oc1ccc(OC)cc1)C2,?
COc1ccc(C2=NNC(c3ccco3)=Nc3ccc(F)cc32)cc1,-2%
COc1cccc(-c2cc(=O)c3cc(NC(=O)c4ccc(Cl)cc4)ccc3[nH]2)c1,-5%
Cc1ccc(C2C(C(=O)c3ccco3)=C(O)C(=O)N2c2ncccn2)cc1 (stereo not given),-13%[57.5 µM]
COc1ccc(NC(=O)Cn2c(=O)n(CC3CCCO3)c(=O)c3ccccc32)c(OC)c1 (stereo not given),0%
CC(C)(C)NC(=S)N/N=C\c1ccc(-c2ccc([N+](=O)[O-])cc2)o1,-8%[57.5 µM]
O=C(C1=C[C@H](c2ccc(C(F)(F)F)cc2)C[C@H](OCc2ccc(CO)cc2)O1)N1CCCCCCC1,5%[57.5 µM]
CC(=O)OC1CC(OC(C)=O)[C@]2(C)C(CC(O)[C@]3(C)C2CC[C@@]2(C)C(c4ccoc4)OC(=O)C4O[C@]432)C1(C)C (stereo not given in full),20%
CCOC(=O)Cc1c(Sc2ccccc2)c2cc(C)ccc2n1C,-5%
CCn1cc(C(=O)N2CCN(c3ccc(F)cc3)CC2)c2cc(OC)c(OC)cc2c1=O,-5%
COc1ccc(NC(=O)c2ccc(COc3ccc(C)cc3)o2)cc1,-7%
Cn1c(CNC(=O)c2ccco2)nnc1SCC(=O)Nc1cccc(F)c1,-1%
CN(C)C(=O)COC(=O)c1ccccc1OCC(=O)Nc1ccc(SC(F)F)cc1,-2%
Cc1ccc(-c2cc(C(=O)O)n(-c3ccc(S(N)(=O)=O)cc3)n2)cc1,-2%
O=C(Nc1cn(-c2ccccc2)nc1-c1ccccc1)c1ccccc1,2%

# Molecules listed so far that contain a cyano group, in the order listed:
SMILES,ERK EGF inh
Cc1cc(=O)oc2cc(OCC(=O)OCC(=O)N(CCC#N)c3ccccc3)ccc12,-3%
COc1ccccc1-c1nnc(SC/C(O)=C(\C#N)c2nc3ccccc3[nH]2)n1C1CCCCC1,6%
CSC(=NCc1ccco1)NC#N,4%[57.5 µM]
CC1(OC(=O)c2ccco2)C(=O)C=C2C=C(c3ccc(C#N)cc3)OC=C2C1=O (stereo not given),-3%
COCC(=O)N1CCC2(CC1)CCN(C(=O)Nc1cccc(C#N)c1)CC2,?

# The list goes on.
SMILES,ERK EGF inh
C=CCOC(=O)C1=C[C@H](c2cn(C(C)=O)c3ccccc23)[C@@H](CCCO)[C@H](OCC)O1,-5%[57.5 µM]
COc1ccc(/C=N/OC/C(O)=C(\C#N)c2nc3ccccc3[nH]2)cc1OC,3%
CN1CCN(CCCNC(=S)Nc2ccc(F)c(Cl)c2)CC1,-4%
COc1ccc(Cl)cc1NC(=O)COC(=O)c1cc(NS(=O)(=O)c2cccs2)ccc1O,1%
O=S1(=O)N=C(N(CCO)/N=C/C=C/c2ccccc2)c2ccccc21,4%
CN(C)CCCN(C(=O)COc1ccccc1)c1nc2ccc(Cl)cc2s1,-2%
Cc1nn2c(NC(C)C)c3c(nc2c1-c1ccccc1)CCC3,3%[57.5 µM]
CN1CCCC2(CCN(C(=O)c3cc(C(F)(F)F)cc(C(F)(F)F)c3)CC2)C1,-4%
CC(C)CCn1nnnc1CN1CCN(c2ccc(F)cc2)CC1,-5%
Cc1ccccc1C(=O)NNC(=O)/C=C/c1ccccc1,3%
CCOC(=O)CNC(=O)N1CCCC(C(=O)c2cccc(Cl)c2)C1 (stereo not given),-2%
N#CC1=C(N)NC(SCC(=O)c2ccc(Br)cc2)=C(C#N)C12CCCCC2,?
COc1ccc(C(=O)NNC(=O)CN2CCC(n3nnc4cc(C)ccc43)CC2)cc1,4%
COc1cccc(NC(=O)N(CCN(C)C)C(C)c2cccnc2)c1 (stereo not given),0%[57.5 µM]
CCCN1CCC(NC(=O)Nc2cccc3ccccc23)CC1,-6%[57.5 µM]
Cc1nc(=O)c(-c2ccccc2)c(C)n1-c1ccc(Br)cc1,1%[57.5 µM]
O=C(N/C(=C\c1ccc([N+](=O)[O-])cc1)C(=O)N1CCCCC1)c1ccccc1,6%
O=C(N/N=C/c1ccco1)c1cc(-c2ccccc2)n[nH]1,2%
CCc1ccc(-c2nn(-c3ccccc3)cc2CSC(=N)N)cc1,?
COc1ccc(C(C)=O)cc1CN1CCCCC1,-3%

# As a working copy, part of the list above:
SMILES,ERK EGF inh
C=CCOC(=O)C1=C[C@H](c2cn(C(C)=O)c3ccccc23)[C@@H](CCCO)[C@H](OCC)O1,-5%[57.5 µM]
COc1ccc(/C=N/OC/C(O)=C(\C#N)c2nc3ccccc3[nH]2)cc1OC,3%
CN1CCN(CCCNC(=S)Nc2ccc(F)c(Cl)c2)CC1,-4%
COc1ccc(Cl)cc1NC(=O)COC(=O)c1cc(NS(=O)(=O)c2cccs2)ccc1O,1%
O=S1(=O)N=C(N(CCO)/N=C/C=C/c2ccccc2)c2ccccc21,4%

# Assay outcomes: PubChem BioAssay, National Center for Advancing Translational Sciences (NCATS)
